# From PubChem BioAssay
# FAK inh – inhibitors of human focal adhesion kinase. Q05397. biochemical FAK kinase activity assay. actives 0.84% (n = 97,000). inhibition, %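 (tested at 7 µM)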; in the data active = inhibition above about 19%;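 also: 0% = DMSO and 100% = reference compound high control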
# Target sequence (Q05397 whole entry, looked up): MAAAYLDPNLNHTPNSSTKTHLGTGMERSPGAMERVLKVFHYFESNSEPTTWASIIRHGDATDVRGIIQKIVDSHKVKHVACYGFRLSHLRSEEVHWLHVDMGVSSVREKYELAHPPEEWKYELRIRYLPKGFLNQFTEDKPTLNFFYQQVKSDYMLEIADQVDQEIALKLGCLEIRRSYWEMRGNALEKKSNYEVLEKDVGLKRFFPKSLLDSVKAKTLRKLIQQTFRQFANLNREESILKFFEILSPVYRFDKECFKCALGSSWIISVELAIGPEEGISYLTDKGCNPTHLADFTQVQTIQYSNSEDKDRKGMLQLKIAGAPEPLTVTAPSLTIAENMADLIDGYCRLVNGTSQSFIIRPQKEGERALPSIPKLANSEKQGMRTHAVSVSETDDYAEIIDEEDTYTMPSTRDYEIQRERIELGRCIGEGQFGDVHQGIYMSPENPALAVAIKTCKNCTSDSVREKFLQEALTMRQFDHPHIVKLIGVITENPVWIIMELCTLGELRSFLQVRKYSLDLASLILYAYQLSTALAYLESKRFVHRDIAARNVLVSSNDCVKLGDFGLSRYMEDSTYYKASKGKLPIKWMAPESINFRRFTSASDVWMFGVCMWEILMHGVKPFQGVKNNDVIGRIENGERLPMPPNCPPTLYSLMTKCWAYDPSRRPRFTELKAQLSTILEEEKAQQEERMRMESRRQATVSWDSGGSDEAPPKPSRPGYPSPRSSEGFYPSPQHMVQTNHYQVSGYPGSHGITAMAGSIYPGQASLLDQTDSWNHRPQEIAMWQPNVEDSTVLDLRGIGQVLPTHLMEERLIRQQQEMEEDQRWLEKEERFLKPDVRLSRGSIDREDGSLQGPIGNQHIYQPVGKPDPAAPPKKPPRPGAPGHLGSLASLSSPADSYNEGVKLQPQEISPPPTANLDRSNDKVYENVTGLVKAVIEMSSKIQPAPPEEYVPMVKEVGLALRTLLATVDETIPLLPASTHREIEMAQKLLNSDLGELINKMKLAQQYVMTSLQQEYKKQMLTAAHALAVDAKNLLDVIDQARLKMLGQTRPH
# ERa SRC1 inh – ER-alpha (human) coactivator binding inhibition; TR-FRET ER-alpha LBD / SRC-1 peptide, estradiol-bound; inhibition, % at 25.6 µM; actives 1.7% (n = 86,000); P03372; AID 629; in the data active = inhibition above about 50%;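 also: 0% = receptor plus peptide control and 100% = peptide only without receptor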
# Mac1 fbg enh – enhancers of human CD11b/CD18 binding to fibrinogen; K562 CD11b/CD18 adhesion to fibrinogen, ATPlite luminescence; activation, % at 10 µM; actives 0.07% (n = 93,000); AID 1499;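 active = 10 µM primary screen giving 50% or more activity, confirmed by 40% or more on retest at that dose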; also: strong numbers were not always called active
# ERa coact pot – enhances coactivator binding to human estrogen receptor alpha | P03372 | TR-FRET ERalpha-LBD/SRC-Cy5 coactivator binding, 2 h; 100 = basal binding, no effect | coactivator binding (% of control), % at 25.6 µM | actives 1.3% (n = 86,000) | AID 639; in the data active = activity above about 200%;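 also: binding measured in presence of low estradiol as agonist stimulus; 0% = peptide alone without receptor and 100% = receptor with peptide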
# PLK1 kinase inh – inhibitors of human PLK1 kinase. recombinant PLK1 kinase, TR-FRET peptide phosphorylation. inhibition, % at 10 µM. actives 0.53% (n = 97,000). AID 619;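 active = inhibition of 50% or more in the single-concentration screen; inactive = inhibition below 50%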;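 also: 0% = DMSO max control and 100% = H-89 dihydrochloride min control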
# Rev-RRE block – HIV Rev-RRE protein-RNA interaction inhibition. Rev peptide-RRE RNA binding, FRET. P05866. actives 0.79% (n = 97,000). inhibition, % at 8 µM;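 active = inhibition above the screen-wide mean plus 3 SD, cut at about 35% in these data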;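 also: 0% = median DMSO wells and 100% = median Neomycin B control wells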
# Target sequence (P05866 whole entry, looked up): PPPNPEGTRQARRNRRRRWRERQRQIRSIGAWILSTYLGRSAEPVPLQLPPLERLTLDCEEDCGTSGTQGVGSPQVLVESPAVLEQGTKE
#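 Test system: Cy5-tagged RRE RNA duplex with fluorescein-tagged Rev peptide; Probe or stimulus: labelled Rev peptide; Schedule: 5 min preincubation and 15 min binding, 25 °C; Signal: FRET fluorescence readout; Evaluation: % inhibition from 671/540 nm acceptor-to-donor ratio, scaled between controls; Control set: DMSO and neomycin B.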
# ERb SRC1 inh – blocks coactivator binding to human estrogen receptor beta; inhibition, % at 25.6 µM; Q92731; TR-FRET ER-beta LBD / SRC1-Cy5 peptide binding; receptor agonist-loaded with 1 µM estradiol; actives 1.3% (n = 86,000);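 active = compounds whose percent inhibition of the receptor-coactivator binding signal exceeds about 50% in the single-dose screen, limit read from the data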;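 also: 0% = receptor plus peptide wells without compound and 100% = peptide-only wells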
# Mac1 fbg inh – inhibitors of human CD11b/CD18 binding to fibrinogen; actives 0.54% (n = 93,000); AID 1497; inhibition, % at 10 µM; K562 CD11b/CD18 adhesion to fibrinogen, ATPlite luminescence; Mn2+ added to activate the integrin; P05107+P11215;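 active = primary inhibition of 50% or more at 10 µM, then 40% or more on retest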; also: some results filed as inactive read as strong as hits
# Plk1 PBD FP – blocks phosphopeptide binding to human Plk1 polo box domain | Plk1 PBD phosphopeptide binding, fluorescence polarization | inhibition, %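 (tested at about 20 µM)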 | actives 0.13% (n = 97,000) | AID 693; in the data active = inhibition above about 34%, passing the limit was not always enough
# The depositor's hits bear a star; · = not tested or not shown; [ ] = dose if it differs, or a comment.
SMILES,FAK inh,ERa SRC1 inh,Mac1 fbg enh,ERa coact pot,PLK1 kinase inh,Rev-RRE block,ERb SRC1 inh,Mac1 fbg inh,Plk1 PBD FP
CCc1cccc(C)c1NC(=O)CSc1nnc(-c2cc3cc(Br)ccc3o2)n1CC,2,-23,4,118,-5,7,-29,44,-12
Cc1ccccc1NC(=O)Cc1nc(CSc2nnc(C3CCCCC3)n2N)cs1,·,3,-2,89[fluorescence artefact?],·,·,9,0,·
O=C(CCn1nnc(-c2cccs2)n1)N1CCc2ccccc2C1,10,2,5,91,-5,8,2,-12,23
CCOC(=O)Nc1sc(=S)n(C)c1C,-3,-8,·,102,-6,2,-4,·,-7
CC(=O)NC1=NC(=O)/C(=C/N2CCOCC2)S1,-5,-1,-2,97,-12,0,30,-2,32
Cc1cccc(OCCCC(=O)Nc2ccc(N3CCCCC3)cc2)c1C,-2,·,0,·,-4,0,·,2,-41
O=C(Cn1c(=O)oc2ccccc21)N(Cc1ccccc1)C1CCS(=O)(=O)C1 (stereo not drawn),-7,-6,7,124,-3,3,-1,-5,-12
O=C(CSc1nc2c(c(=O)n1-c1ccccc1)SCC2)N1CCOCC1,·,-6,2,92,·,·,-3,-4,·
Cc1ccc(N2CC(C(=O)Nc3nnc(C)s3)CC2=O)cc1 (stereo not drawn),11,3,-3,106[fluorescence artefact?],-4,4,-4,-24,-9
C=CCc1ccc(OCc2ccc(C(=O)OC)o2)c(OC)c1,1,-9,1,95,-3,7,-6,0,-15
COc1ccc(NC(=O)CN(Cc2ccccc2)S(C)(=O)=O)cc1,-3,-1[fluorescence artefact?],-4,110,6,1,-3[fluorescence artefact?],-15,-4
CCCCOC(=O)/C(=C\c1ccc([N+](=O)[O-])o1)NC(=O)c1ccccc1,0,-30,·,86,-3,8,-14,·,-12
CCOC(=O)C1=C(C)N=c2s/c(=C/c3ccccc3)c(=O)n2C1c1ccc(OC)c(OC)c1 (stereo not drawn),3,·,-1,·,-8,6,·,6,9
CCn1nc(C)c(/C=N/NC(=O)c2ccoc2C)c1C,3,-7,4,116,-7,8,19,-1,-25
COC(=O)c1cn[nH]c1NC(=S)Nc1ccc(C)cc1Cl,-7,29,-5,103,0,-2,6,1,19
O=C(CSc1ccc(Cl)cc1)Nc1ccc(N2CCN(C(=O)c3ccc(Cl)cc3)CC2)cc1,5,·,-4,·,-11,2,·,22,17
CCc1nnc(NC(=O)CN2C(=O)c3ccccc3S2(=O)=O)s1,-2,-13,1,111,-15,8,-8,-4,0
O=C(c1ccc(Cn2cc(Cl)cn2)cc1)N1CCN(c2ccccc2)CC1,2,-26,-5,98,-2,0,-15,14,2
CCCCC1=NN(C(=O)c2cocc2C)C(O)(C(F)(F)F)C1 (stereo not drawn),1,4[fluorescence artefact?],·,101,-8,3,-6,·,-3
C#CCSc1nncn1C(=O)/C=C/c1ccccc1,1,·,·,·,-7,5,·,·,-4
CCC(C)NC(=O)C1c2ccccc2C(=O)N1Cc1ccc(OC)cc1OC (stereo not drawn),-1,1,2,139,3,7,3,-15,4
CCOc1cc(CNCCCN2CCOCC2)ccc1OCC(=O)Nc1cccc2ccccc12,-1,·,-2,·,1,1,·,6,20
CCOc1ccc(C(C)=O)cc1COc1ccc(-n2cnnn2)cc1,·,55*[fluorescence artefact?],1,53[fluorescence artefact?],·,·,23,-28,·
Cc1noc(C(=O)Nc2sc3c(c2C#N)CCC3)c1Cl,-3,11,-5,70[fluorescence artefact?],-9,-1,20[fluorescence artefact?],58*,-14
CC(=O)Oc1ccc(N2C(=O)CC(N3CCOCC3)C2=O)cc1 (stereo not drawn),·,6[fluorescence artefact?],1,68,·,·,23,1,·
FC(F)(F)c1cc(-c2ccc3c(c2)OCO3)nc(NCc2ccco2)n1,1,25[fluorescence artefact?],8,102[fluorescence artefact?],-3,12,10[fluorescence artefact?],-16,-7
CC(Oc1ccccc1F)C(=O)Nc1ccc2ccccc2c1 (stereo not drawn),1,-7,·,105,-8,3,-2,·,24
O=C1OCCC1Sc1nc2ccccc2s1 (stereo not drawn),-1,-3,-4,95,-7,8,-8,-2,-4
Cc1nc2cc(NC(=O)CSc3nc4c(C)cccc4cc3C#N)ccc2s1,-9,·,0,·,-34,5,·,-1,9
Cc1nn(C)c(C)c1S(=O)(=O)N1CCCC(C(=O)NCC2COc3ccccc3O2)C1 (stereo not drawn),-2,11[fluorescence artefact?],0,92[fluorescence artefact?],-6,8,19[fluorescence artefact?],-13,6
CCOC(=O)Cn1c(C)nc2c(C(=O)OCC)sc(C)c2c1=O,4,·,2,·,-2,2,·,10,-4
N#Cc1ncc(C(F)(F)F)cc1Sc1ccc(N)cc1,3,-3,0,95,-15,16,3,-30,-25
O=C(c1cccc(F)c1)N1CCN(S(=O)(=O)c2ccccc2)CC1,9,-9,4,106,-5,7,0,-2,-12
CC(=O)c1cccc(NC(=O)C2CCCN2S(=O)(=O)c2cccc3cccnc23)c1 (stereo not drawn),3,6,4,96,-1,4,8,-15,9
CCCOP(=O)(c1ccc(N(C)C)cc1)C(O)c1cccnc1 (stereo not drawn),-1,-5,-1,97,-7,5,-18[fluorescence artefact?],7,-10
CCCCOc1ccc(-c2nnn(CC(=O)Nc3ncc(CC(=O)OCC)s3)n2)cc1,-2,·,4,·,-3,6,·,-16,8
CC1(C2CC2)NC(=O)NC1=O (stereo not drawn),0,-1,-2,118,-8,6,0,-30,-4
CCOC(=O)c1c(N2C(=O)C3C4C=CC(O4)C3C2=O)sc2c1CCCC2 (stereo not drawn),0,0,2,83,1,-1,0,-6,7
COc1ccc(CCNC(=O)CSc2nnc(-c3cccc(F)c3)o2)cc1OC,-7,-32,-2,107[fluorescence artefact?],1,-1,-33,3,-18
Cc1cccc(C(=O)Nc2onc(C)c2C#N)c1,-2,·,·,·,-15,7,·,·,-27
CC(=Nc1ccccc1)C1=C(O)CSC1=O,-1,-19,-4,100,-7,8,-8,-20,-6
Cc1ccc(NC(=O)CC2SC3=NCCCN3C2=O)c(C)c1 (stereo not drawn),-3,-1,-3,118,-6,29,2,-17,3
CCN(CC)S(=O)(=O)c1ccc(OCC(=O)NCc2ccccc2)cc1,1,1,4,118,-11,12,6,0,8
c1coc(Cn2c(SCc3nc4ccccc4[nH]3)nnc2-c2cnccn2)c1,5,8,-2,103[fluorescence artefact?],-5,4,17,9,12
N#CC(C(=O)NCc1ccccc1)c1nc2ccccc2nc1N1CCCC1 (stereo not drawn),10,·,17,·,-3,62*,·,-4,10
O=C(NC1CC2CCCC(C1)N2S(=O)(=O)c1ccccc1)C1CCCCC1 (stereo not drawn),13,-1,·,98,-14,11,11,·,-1
COc1ccccc1C(CC(=O)Nc1nccs1)c1ccco1 (stereo not drawn),0,3[fluorescence artefact?],-2,107[fluorescence artefact?],-14,4,2[fluorescence artefact?],5,15
Cc1ccccc1-c1cc(-c2ccccc2O)n[nH]1,1,-3,-3,101,18,11,7,21,21
CC(=O)c1ccc(N2CCN(C(=O)c3cc4c(-c5ccccc5F)nn(C)c4s3)CC2)cc1,-3,3[fluorescence artefact?],41,103,-20,2,36[fluorescence artefact?],12,-22
CS(=O)(=O)N(CC(=O)N1CCC(C(N)=O)CC1)c1ccc(Cl)c(C(F)(F)F)c1,2,-6,2,117,4,3,-8,2,14

# 2 records picked at random from the list so far:
SMILES,FAK inh,ERa SRC1 inh,Mac1 fbg enh,ERa coact pot,PLK1 kinase inh,Rev-RRE block,ERb SRC1 inh,Mac1 fbg inh,Plk1 PBD FP
O=C(NC1CC2CCCC(C1)N2S(=O)(=O)c1ccccc1)C1CCCCC1 (stereo not drawn),13,-1,·,98,-14,11,11,·,-1
COc1ccccc1C(CC(=O)Nc1nccs1)c1ccco1 (stereo not drawn),0,3[fluorescence artefact?],-2,107[fluorescence artefact?],-14,4,2[fluorescence artefact?],5,15

# More compounds:
SMILES,FAK inh,ERa SRC1 inh,Mac1 fbg enh,ERa coact pot,PLK1 kinase inh,Rev-RRE block,ERb SRC1 inh,Mac1 fbg inh,Plk1 PBD FP
Cc1cc(C)nc(NC(=O)c2c(-c3ccccc3Cl)noc2C)n1,1,5,2,102,-9,4,8,-8,-19
CCOc1cc2c(C#N)c(N3CCOCC3)nc(N)c2c(N)n1,·,-8,-1,109[fluorescence artefact?],·,·,-12,-3,·
Nc1nnc(-c2ccccc2Cl)s1,·,-1,-6,112[fluorescence artefact?],·,·,-10,-10,·
O=C(NC(=S)N1CCCc2ccccc21)c1ccc([N+](=O)[O-])cc1,12,·,-2,·,-8,3,·,-32,7
Cc1cccc(N2CC(C)Cn3c2nc2c3c(=O)n(CC(=O)OCc3ccccc3)c(=O)n2C)c1 (stereo not drawn),3,6,2,118,5,2,1,-8,-20
O=C(Nc1ccc2oc(-c3cccnc3)nc2c1)c1cccnc1,1,4,-2,128,-4,1,6[fluorescence artefact?],-2,0
O=C(CCCc1nc(-c2ccccc2Cl)no1)NCc1cccnc1,·,-4,-3,126,·,·,-5,0,·
O=C(COc1cccc(-n2cnnn2)c1)Nc1ccccc1,1,-6,·,111,-9,0,1,·,12
CCOC(=O)c1ccc(CC2S/C(=C(\C#N)C(C)=O)NC2=O)cc1 (stereo not drawn),0,-4,1,95,-41,5,7,9,-15
O=c1/c(=C/c2ccco2)sc2n1CN(c1cccc(Br)c1)CN=2,0,8,-3,110[fluorescence artefact?],0,9,0,6,-18

# Given field by field: entries from further up.
O=C(CCCc1nc(-c2ccccc2Cl)no1)NCc1cccnc1
  FAK inh: ·
  ERa SRC1 inh: -4
  Mac1 fbg enh: -3
  ERa coact pot: 126
  PLK1 kinase inh: ·
  Rev-RRE block: ·
  ERb SRC1 inh: -5
  Mac1 fbg inh: 0
  Plk1 PBD FP: ·

O=C(COc1cccc(-n2cnnn2)c1)Nc1ccccc1
  FAK inh: 1
  ERa SRC1 inh: -6
  Mac1 fbg enh: ·
  ERa coact pot: 111
  PLK1 kinase inh: -9
  Rev-RRE block: 0
  ERb SRC1 inh: 1
  Mac1 fbg inh: ·
  Plk1 PBD FP: 12

CCOC(=O)c1ccc(CC2S/C(=C(\C#N)C(C)=O)NC2=O)cc1 (stereo not drawn)
  FAK inh: 0
  ERa SRC1 inh: -4
  Mac1 fbg enh: 1
  ERa coact pot: 95
  PLK1 kinase inh: -41
  Rev-RRE block: 5
  ERb SRC1 inh: 7
  Mac1 fbg inh: 9
  Plk1 PBD FP: -15

# Additional results follow.
SMILES,FAK inh,ERa SRC1 inh,Mac1 fbg enh,ERa coact pot,PLK1 kinase inh,Rev-RRE block,ERb SRC1 inh,Mac1 fbg inh,Plk1 PBD FP
O=S(=O)(NC1c2cccc3cccc(c23)C1N1CCNCC1)c1ccccc1 (stereo not drawn),-1,1,1,112[fluorescence artefact?],-13,0,-14,-48,15
O=C(Nc1ccc2c(c1)OCO2)C1CCN(S(=O)(=O)c2ccc3c(c2)OCCO3)CC1,-5,·,8,·,-10,3,·,-3,36
CCOC(=O)c1cc2c(=O)n3ccccc3nc2n(Cc2ccco2)c1=NC(=O)c1cccnc1,-5,23,-5,83[fluorescence artefact?],5,12,40,-12,13
Cc1cc(S(=O)(=O)N2CCN=C2c2ccccc2)ccc1F,1,-5,-2,104,-9,0,1,-5,-4
CS(=O)(=O)N1CCN(C(=O)Cc2ccccc2)CC1,-1,-3,-1,119,-11,8,-2,0,-20
O=C(/C=C/Nc1cccc([N+](=O)[O-])c1)c1cccs1,3,6,-5,103,-5,12,0,-4,-11
Cc1csc(SCC(=O)c2c(N)n(C)c(=O)n(C)c2=O)n1,3,6,-1,89,-9,2,-6,-5,-10
O=C(NC1=NCCS1)C1CC(=O)N(c2ccc(F)cc2)C1 (stereo not drawn),0,·,-3,·,-5,14,·,11,-6
Cn1cc([N+](=O)[O-])c(C(=O)Nc2ccc3c(c2)OCCO3)n1,-6,·,-8,·,-7,0,·,16,-23

# An unsorted share of the library. About 4.7% of those tested had a hit in this group.
